phage Ecoli inh: growth loss of phage-infected E. coli, primary screen, RecBCD inhibitor project, absorbance, with phage, HTS; 360,000 tested, 0.26% active; inhibition, % at 11.9 µM; in the data active means inhibition above about 11%
* hit, by the source's call. An excerpt; rates above refer to the full screens.

SMILES	phage Ecoli inh
O=C(Nc1ccc(Oc2ccccc2)cc1)c1csc(COCCO)n1	3.9
Cc1ccccc1S(=O)(=O)N1CCCc2nc(-c3ccc(Br)cc3)ccc21	4.9
CCc1ccc(C=C2SC(=S)N(CCCC(=O)Nc3ccc(C(=O)O)cc3)C2=O)cc1	1.7
COc1cc(=O)oc(C=O)c1C	0.7
N#Cc1c(N)[nH]c(C(=O)c2ccccc2)c1-c1ccccc1Br	2.6
CCCCc1c(-c2ccccc2OC)ncn1Cc1cccc(F)c1	-0.2
C[C@@H]1ON(C)[C@H]2C[C@H]3c4cc(-c5cccc(Cl)c5)ccc4CCN3C[C@@H]12	3.2
CCOC(=O)[C@@H]1CSCCS(=O)(=O)N1C(=O)[C@H](C)NC(=O)OC(C)(C)C	-0.3
CC(C)c1ccc(NC(=O)Nc2nc(C(N)c3ccccc3Cl)cs2)cc1 (centres undefined)	-1.3
NC(c1csc(Nc2nncc3ccccc23)n1)c1ccccc1Cl (centres undefined)	-4.3
CC1CCCN1c1ccnc2cc(Cl)ccc12 (centres undefined)	1.3
CCCNC(=O)C1(C)CCN(C(=O)c2oc3ccccc3c2C)C1 (centres undefined)	0.2
COc1ccc(OC)c(NC(=O)Nc2nnc([C@@H]3O[C@H](CO)[C@@H](O)[C@H]3O)s2)c1	2.7
O=C(Nc1ccccc1)C1Cc2c(-c3ccc(Cl)cc3)ccnc2O1 (centres undefined)	4.5
Cc1[nH]c2ccccc2c1CC(=O)Nc1ccc(Nc2cccnc2)c(-c2cc(C(F)(F)F)cc(C(F)(F)F)c2)c1	3.6
COc1ccc(CNc2nn3c(-c4cccc(C(=O)N(C)C)c4)cnc3s2)cc1	1.7
O=C(NC(c1ccc(-c2ccccc2)cc1)c1cnccn1)C1CCN(Cc2cccs2)CC1 (centres undefined)	0.5
Cc1nc2c(OCc3cc(Cl)cc(Cl)c3)cccn2c1N(C)C(=O)CCC1CCCC1	1.1
CC1(C(=O)NS(=O)(=O)Cc2cccc(Cl)c2)CCN1C(=O)C/C=C/c1ccccc1 (centres undefined)	1.4
C[C@@H]1CNC(=O)c2c(C(=O)NC3CCN(C(=O)OC(C)(C)C)CC3)ncn21	0.5
CC(=O)Nc1cc(-c2cccnc2)cn2c(-c3ccc(F)cc3)cnc12	-0.8
Cc1cc(C(=O)N2CCCC2(C)C(=O)NCC(C)C)nn1C(C)(C)C (centres undefined)	1.4
CCCCCCCCN1C(=O)[C@H](CC(=O)N2CCOCC2)C[C@@]2(C(=O)OC)CCCCC=C12	0.6
COc1cccc(C(O)c2ncc(-c3cccc(F)c3)[nH]2)c1 (centres undefined)	1.3
Cc1cccnc1C(NC(=O)C1CCN(CCOc2ccc(Cl)cc2Cl)CC1)c1ccc(Cl)cc1 (centres undefined)	2.8
COC(=O)[C@@]1(Cc2ccc(F)cc2)[C@H]2c3cc(C(=O)N4CCCC4)n(Cc4cc(C)n(C)n4)c3C[C@H]2CN1C(=O)c1ccccc1	2.5
CCOC(=O)[C@]12CCC=C1N(Cc1ccccc1)C(=O)[C@H](CC(=O)NCCC(C)C)C2	2.3
CCOC(=O)C1CCCN(C(=O)c2ccccc2OC(F)(F)F)CC1 (centres undefined)	1.6
C(CCN1CCOCC1)CN1CCOCC1	2.1
CCOc1ccc(CCN2C(=O)C(=O)N([C@@H](Cc3ccccc3)CN3CCC[C@H]3CN3C(=O)C(=O)NC[C@@H]3Cc3ccc(O)cc3)C[C@@H]2Cc2ccc(O)cc2)cc1	1.8
CCCCNC(=O)C1(C)CCCCN1C(=O)c1cc(OC)ccc1Br (centres undefined)	1.9
COCC(=O)N[C@H]1CC[C@@H](CC(=O)NCc2ccccc2OC)O[C@@H]1CO	-0.6
CCCCNC(=O)C[C@@H]1C[C@@]2(C(=O)OC)CCCCC=C2N(Cc2cccc3ccccc23)C1=O	-1.2
COc1ccccc1-c1cc(NC=O)c2ncc(-c3ccc(S(C)(=O)=O)cc3)n2c1	1.6
Cc1cc(S(=O)(=O)NC(=O)[C@H]2O[C@@H](n3ccc(=O)[nH]c3=O)[C@H](O)[C@@H]2O)ccc1Br	2.6
COc1ccccc1N1CCN(C2C(=O)Nc3ccccc3-n3nnnc32)CC1 (centres undefined)	2.0
COC(=O)C1=C(C)N(C)C(=NCC2CC2)NC1c1ccc(Cl)cc1 (centres undefined)	1.6
Cc1cn([C@H]2C[C@H](O)[C@@H](CCC(=O)NCCCc3ccccc3)O2)c(=O)[nH]c1=O	4.9
Nc1[nH]c(C(=O)c2ccccc2)c(-c2ccncc2)c1C(=O)NCc1cccc2ccccc12	1.5
O=C(Nc1ccc2c(c1)OCO2)c1cc(C2CCCCN2C(=O)c2ccc3c(c2)CCO3)on1 (centres undefined)	4.3
Cc1c(Br)cccc1NC(=O)C1(C)CCN1C(C)C (centres undefined)	2.8
COC(=O)c1cc2c(c3c4cc(OC)ccc4n(C(=O)c4ccccc4)c13)C(=O)N(Cc1ccco1)C2	-0.4
CCc1nc2ccc(C(=O)Nc3cc(-c4ccccc4)ccc3OC)cn2c1N(C=O)CCC(C)C	-0.8
CCCS(=O)(=O)NC(=O)C1(C)CCN(C(=O)c2ccccc2OC(F)(F)F)C1 (centres undefined)	-0.2
COC(=O)C1(C(=O)OC)c2ccccc2CN(S(=O)(=O)c2ccc(C)cc2)C1CC(C)=O (centres undefined)	0.7
Cc1csc(-c2cc(C(=O)NCc3cc(C(F)(F)F)cc(C(F)(F)F)c3)n[nH]2)c1	3.0
COC[C@@H](O)[C@H]1OCc2cc(OC)ccc2[C@@H]1/C=C/c1ccccc1	3.6
CCOC(=O)[C@]12CCC=C1N(Cc1ccc3c(c1)OCO3)C(=O)[C@H](CC(=O)N1CCCC1)C2	3.7
CSc1ccc(Cn2c(C)c(C(=O)NCc3ccc(C(C)C)cc3)sc2=O)cc1	1.8
O=C(Nc1ccc2c(c1)OCCO2)C1c2ccccc2OCC(=O)N1Cc1ccc2c(c1)OCO2 (centres undefined)	3.0

The listing continues.
SMILES	phage Ecoli inh
CCc1nc2ccc(C(=O)NCCCN(C)C)cn2c1N(CC)CCOC	3.4
COC(=O)[C@@]1(C(C)C)N=C(c2cc(OC)c(OC)c(OC)c2)[C@]2(O1)C(=O)N(C)c1ccc(Br)cc12	2.4
CN(CCO)c1ccc2c(c1)OC[C@@H](Cc1ccccc1)NS2(=O)=O	3.4
CC(C)NC(=O)C1(C)CSCC(=O)N1CCCn1ccnc1 (centres undefined)	3.1
CCc1nc2c(OCC3COc4ccccc4O3)cccn2c1N(C)C(=O)c1ccccc1F (centres undefined)	-3.9
COCCNc1nc2cc(-c3ccccc3C)sc2c(=O)n1C	-1.3
CCN(Cc1ccncc1)Cc1c(O)ccc2cc(Br)ccc12	1.7
COCCNC(=S)N(C)[C@H]1C[C@H]2c3[nH]c4ccccc4c3CCN2C(=O)[C@H]1[C@H](C)O	-0.5
CCCCc1c(-c2ccccc2OC)ncn1CCc1ccccc1OC	-3.3
CC(C)(C)Cc1c(C2CCCCC2)nc2ccc(Br)cn12	2.4
COc1ccc(Cn2cc(CN3CC(N(C)C)CS3(=O)=O)nn2)cc1 (centres undefined)	0.9
Cc1nc2ccccc2n1C(C)c1nc2ccccc2n1CC(=O)c1ccc(OC(F)(F)F)cc1 (centres undefined)	1.9
O=S1(=O)C[C@@H](N2CC[C@@H](O)C2)[C@H](COCc2ccccc2)N1	-0.1
O=C1C(=Cc2ccc(F)cc2)CCc2ccccc21	1.9
CCCCC(=O)N(C)c1c(CC)nc2c(OCC(=O)c3ccc(Cl)cc3Cl)cccn12	1.4
COc1ccc(OC)c(NC(=O)C2(C)CCN2C(=O)CCC2CCCC2)c1 (centres undefined)	-0.9
CC1(C(=O)NS(=O)(=O)c2ccccc2)CCN1C(=O)COc1ccc(Cl)cc1 (centres undefined)	0.9
Cc1nc2sccn2c(=O)c1S(=O)(=O)N1CCN(c2ccccc2F)CC1	1.7
OC[C@@H]1CN(Cc2cccc(C(F)(F)F)c2)C[C@H](n2cnc3c(NCc4ccco4)ncnc32)O1	1.7
CCCCN(C)c1c(C)nc2ccc(C(=O)NC3CCN(C)CC3)cn12	1.8
COC(=O)C1=C(C)N(Cc2ccccc2)C(=S)NC1c1cccc(OC)c1 (centres undefined)	2.0
Cc1cccc(OCCCN2CCC(C(O)(c3ccccc3)c3ccccc3)CC2)c1	2.5
COc1ccc(CN2C(=O)c3ccccc3C2c2nnnn2Cc2ccccc2)cc1 (centres undefined)	2.0
CNc1nc(-c2ccccc2)c2sccc2n1	2.0
COc1ccc(CCCNC(=O)C2Cc3c(-c4ccc5c(c4)OCO5)ccnc3O2)cc1 (centres undefined)	4.1
COC(=O)CC#C[C@H](C)[C@@H](NS(=O)(=O)c1ccc(C)cc1)C1CCCCC1	1.6
COc1ccc(OC)c(NC(=O)C2(C)CCN2C(=O)C2(c3ccc(Cl)cc3)CCC2)c1 (centres undefined)	3.6
OC1c2cc(Cl)cc(Cl)c2N=C2CCCN21 (centres undefined)	3.7
CC(C)n1nnnc1C1c2ccccc2C(=O)N1CCOc1ccccc1 (centres undefined)	2.5
Cc1cnc(CNC(=O)c2ccc3sc([C@H]4C[C@H](O)[C@@H](CO)O4)nc3c2)cn1	1.2
CCCCn1nnnc1C(c1cccc2ccccc12)N1CCN(C/C=C/c2ccccc2)CC1 (centres undefined)	3.3
CN1CCCCC(NC(=O)C23CC4CC(CC(C4)C2)C3)C1=O (centres undefined)	3.1
CCCOc1ccc(F)cc1-c1cc(C(=O)Nc2ccc(C)c(NS(C)(=O)=O)c2)[nH]n1	1.9
CCCCS(=O)(=O)N1CCCc2nc(-c3ccc(Br)cc3)ccc21	4.6
CCOC(=O)C(=O)N(C)c1c(CC)nc2c(OCCC3CCCCC3)cccn12	4.2
CCCCNC(=O)C[C@@H]1C[C@@]2(C(=O)OCC)CCC=C2N(Cc2ccc3c(c2)OCO3)C1=O	-1.5

Structural class, the compounds so far with a Cl atom (13)
SMILES	phage Ecoli inh
C[C@@H]1ON(C)[C@H]2C[C@H]3c4cc(-c5cccc(Cl)c5)ccc4CCN3C[C@@H]12	3.2
CC(C)c1ccc(NC(=O)Nc2nc(C(N)c3ccccc3Cl)cs2)cc1 (centres undefined)	-1.3
NC(c1csc(Nc2nncc3ccccc23)n1)c1ccccc1Cl (centres undefined)	-4.3
CC1CCCN1c1ccnc2cc(Cl)ccc12 (centres undefined)	1.3
O=C(Nc1ccccc1)C1Cc2c(-c3ccc(Cl)cc3)ccnc2O1 (centres undefined)	4.5
Cc1nc2c(OCc3cc(Cl)cc(Cl)c3)cccn2c1N(C)C(=O)CCC1CCCC1	1.1
CC1(C(=O)NS(=O)(=O)Cc2cccc(Cl)c2)CCN1C(=O)C/C=C/c1ccccc1 (centres undefined)	1.4
Cc1cccnc1C(NC(=O)C1CCN(CCOc2ccc(Cl)cc2Cl)CC1)c1ccc(Cl)cc1 (centres undefined)	2.8
COC(=O)C1=C(C)N(C)C(=NCC2CC2)NC1c1ccc(Cl)cc1 (centres undefined)	1.6
CCCCC(=O)N(C)c1c(CC)nc2c(OCC(=O)c3ccc(Cl)cc3Cl)cccn12	1.4
CC1(C(=O)NS(=O)(=O)c2ccccc2)CCN1C(=O)COc1ccc(Cl)cc1 (centres undefined)	0.9
COc1ccc(OC)c(NC(=O)C2(C)CCN2C(=O)C2(c3ccc(Cl)cc3)CCC2)c1 (centres undefined)	3.6
OC1c2cc(Cl)cc(Cl)c2N=C2CCCN21 (centres undefined)	3.7

Source: PubChem
